GoLoco inh red: qHTS Assay for Inhibitors of RGS12 GoLoco Motif Activity (Red Fluorophore); Guanine nucleotide-binding protein G(i) subunit alpha-1 (Homo sapiens), P63096; Gai1:RGS12 GoLoco peptide FP, rhodamine, 10 min; Potency, µM (series often up to 61.6 µM), inactives show top-dose activity, negative = inhibition, most hits filed as inhibitors; hit rate 0.44% among 230,000; AID 880, 2007; active = well fitted inhibition curve with a large enough effect, not every such curve was filed as active; inactive = no such curve, though single readings can be large or run the other way; also: % is scaled to controls: 0 for no effect and ±100 for the full control effect; nearly all actives have a fitted effect of over 30% in size; many of its hits are not listed in these tables
JMJD2E inh: qHTS Assay for Inhibitors of Human Jumonji Domain Containing 2E (JMJD2E); JMJD2E catalytic domain, FDH-coupled NADH fluorescence (FDH is formaldehyde dehydrogenase); Potency, µM (highest dose often 57.1 µM), inactives show at the top dose activity change, negative = inhibition, actives largely listed as inhibitors; Lysine-specific demethylase 4E (Homo sapiens), B2RXH2; AID 2147, 2009; hit rate 1.6% among 230,000; active = well fitted inhibition curve with a large enough effect, not every such curve was filed as active; inconclusive = small, poorly fitted or top-dose-only effect, or another doubt; inactive = no such curve, though single readings can be large or run the other way;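 also: 0% = wells with enzyme and -100% = buffer wells without enzyme; nearly all actives have a fitted effect of over 50% in size; many of its hits are not listed in these tables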
Epigenetic reg: Quantitative High-Throughput Screen for Regulators of Epigenetic Control; murine LDR cells, GFP reporter derepression, 30 h; Potency, µM (top dose mostly 53.9 µM), without a hit: at the highest dose GFP activation, actives largely listed as activators; hit rate 0.2% among 280,000; AID 1865, 2009; also: % of control where 0% means no effect; nearly all actives have a fitted effect of over 60% in size
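GFP-positive cell count by laser-scanning cytometry (objects 20–120 um) after 30 h, 37 C compound exposure of murine LDR cells; reporter is CMV-GFP integrated at a silenced locus, inducible by HDAC or DNMT inhibitors.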
SMN2 splice enh: qHTS Assay for Enhancers of SMN2 Splice Variant Expression; HEK293 SMN2-luciferase splicing reporter, luminescence, 30-36 h; Potency, µM (titrated, usually from 46.1 µM), for the others: at the top dose activity change, positive = activation, usual class: activators; hit rate 2.8% among 210,000; AID 1458, 2008; also: % of control where 0% means no effect; nearly all actives have a fitted effect of over 55% in size
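HEK293 cells carry an SMN2 […]–luciferase reporter in which exon 7 inclusion puts luciferase in frame. Cells were plated 10-12 h before compound addition, then incubated 30-36 h at 37C. ONE-Glo luminescence was read; sodium butyrate at 4.5 mM final served as control.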
NPSR antag: qHTS Assay for Antagonists of the Neuropeptide S Receptor: cAMP Signal Transduction; Q6W5P4; CHO-NPSR cells, cAMP TR-FRET, antagonist mode; Potency, µM (series often up to 38.3 µM), inactives show at the highest dose activity change, negative = inhibition, usual class: inhibitors; hit rate 1% among 220,000; AID 1461, 2008; also: % is scaled to controls: 0 for no effect and ±100 for the full control effect; nearly all actives have a fitted effect of over 50% in size; many of its hits are not listed in these tables
Target sequence (Q6W5P4 whole entry, looked up): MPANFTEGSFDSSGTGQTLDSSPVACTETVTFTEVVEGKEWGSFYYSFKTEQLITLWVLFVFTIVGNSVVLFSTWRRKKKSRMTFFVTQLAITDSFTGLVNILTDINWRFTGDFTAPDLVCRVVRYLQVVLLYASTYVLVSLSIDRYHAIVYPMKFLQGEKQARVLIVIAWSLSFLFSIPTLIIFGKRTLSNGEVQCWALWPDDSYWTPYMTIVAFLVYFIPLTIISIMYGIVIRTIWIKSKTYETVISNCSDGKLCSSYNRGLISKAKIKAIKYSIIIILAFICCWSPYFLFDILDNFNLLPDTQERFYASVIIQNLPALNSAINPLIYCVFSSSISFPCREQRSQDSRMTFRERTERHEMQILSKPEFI
RECQ1 inh: qHTS Assay for Inhibitors of RecQ-Like Dna Helicase 1 (RECQ1); RECQ1 DNA unwinding, red fluorescence kinetic read; ATP-dependent DNA helicase Q1 (Homo sapiens), P46063; hit rate 0.54% among 240,000; Potency, µM (top dose mostly 57.3 µM), inactives show at the highest dose activity, negative = inhibition, usual class: inhibitors; AID 2549, 2010;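 also: plate controls were vehicle for no effect and no enzyme for full effect; nearly all actives have a fitted effect of over 30% in size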
Target sequence (P46063 whole entry, looked up): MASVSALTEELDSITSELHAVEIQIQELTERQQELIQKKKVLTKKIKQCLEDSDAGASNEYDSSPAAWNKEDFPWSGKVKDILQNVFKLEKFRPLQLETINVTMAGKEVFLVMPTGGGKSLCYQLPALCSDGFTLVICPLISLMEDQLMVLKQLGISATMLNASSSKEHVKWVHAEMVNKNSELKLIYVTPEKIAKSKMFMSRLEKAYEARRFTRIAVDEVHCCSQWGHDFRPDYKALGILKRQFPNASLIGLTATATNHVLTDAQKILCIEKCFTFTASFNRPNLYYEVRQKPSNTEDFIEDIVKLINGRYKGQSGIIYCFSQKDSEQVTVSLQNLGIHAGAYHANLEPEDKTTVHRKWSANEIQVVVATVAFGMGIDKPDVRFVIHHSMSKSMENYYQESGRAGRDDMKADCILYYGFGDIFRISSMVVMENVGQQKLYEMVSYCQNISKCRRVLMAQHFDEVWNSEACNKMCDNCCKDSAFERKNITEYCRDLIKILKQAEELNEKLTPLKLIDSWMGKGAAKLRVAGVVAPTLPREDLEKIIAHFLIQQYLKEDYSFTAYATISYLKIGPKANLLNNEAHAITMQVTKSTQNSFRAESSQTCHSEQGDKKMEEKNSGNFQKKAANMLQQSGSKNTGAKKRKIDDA
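RECQ1T1 50 nM; forked duplex (20 bp + 30-nt ss tails) 200 nM, ATP 2 mM final; pH 8.0, 2 mM MgCl2, 2.5 ug/ml poly(dI-dC); 15 min compound preincubation; discontinuous kinetic read over 2 h at RT.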
IMPase Li inh: qHTS Assay for Identifying the Cell-Membrane Permeable IMPase Inhibitors: Potentiation with Lithium | CHO-M1 cells, IP1 TR-FRET (IP-One), carbachol + lithium | Potency, µM (titrated, usually from 59.4 µM), inactives show top-dose activity, negative = IMPase inhibition, hits mostly inhibitors | hit rate 0.35% among 210,000 | AID 1457, 2008;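 also: IP1 builds up when IMPase is blocked and the TR-FRET signal falls; plate controls were basal vehicle for no effect and high inhibitor control for full effect; nearly all actives have a fitted effect of over 50% in size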
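Test compounds were applied to CHO-M1 cells previously cultured for 16–30 h at 2000 per well. A small lithium amount accompanied them; after 30 min at 37C, IP1 was quantified by TR-FRET.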
KinaseGlo FLuc: Counterscreen for Luciferase (Kinase-Glo TM) Inhibition. Luciferin 4-monooxygenase (Photuris pensylvanica), Q27757. hit rate 0.28% among 200,000. Potency, µM (doses to about 38.3 µM), for inactives: at the highest dose activity change, negative = inhibition, hits mostly inhibitors. Kinase-Glo luciferase, ATP luminescence, 8 min; also: % is scaled to controls: 0 for no effect and ±100 for the full control effect; nearly all actives have a fitted effect of over 60% in size
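Substrate mix (final 50 mM imidazole pH 7.2, 50 mM KCl, 7 mM MgCl2, 10 uM ATP, 0.01% Tween 20, 0.05% BSA) plus pin-tool compound, then Kinase-Glo detection mix; 8 min ambient, luminescence read.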
The depositor's hits bear a star; i = inactive; ? = inconclusive; / = not tested or not shown; [ ] = another dose, or the depositor's remark. Unless noted, calls follow the shape of the dose curve; as a rule, active = well fitted curve in the direction sought with a large enough effect; inconclusive = small, poorly fitted or top-dose-only effect, or another doubt; inactive = no such curve, though single readings can be large; an effect the other way counts as inactive or inconclusive. Potency is read from the fitted curve at half-maximal effect.

SMILES | GoLoco inh red | JMJD2E inh | Epigenetic reg | SMN2 splice enh | NPSR antag | RECQ1 inh | IMPase Li inh | KinaseGlo FLuc
COc1ccc(S(=O)(=O)N2CCc3ccccc32)cc1C(=O)OCC(=O)c1c(N)n(C)c(=O)n(C)c1=O | -3.1% | -0.4% | 1.7% | -13.2% | -34.5% | 24.4% | -8.3% | 8.7%
COc1ccc(S(=O)(=O)N2CCC(C(=O)NCC3CCCO3)CC2)cc1 (stereo unspecified) | -38.1% | -0.6% | 0.3% | 6.6% | -16.7%[46.1 µM] | 0.2% | 6.2%[38.3 µM] | 1.0%
N#C/C(=C\c1ccc(N2CCOCC2)o1)C(=O)N1CCOCC1 | -1.6% | 1.7% | 0.0% | 26.6% | -16.4% | -16.3% | 5.5% | 1.0%
COc1ccc(NC(=O)C23CC4CC(C2)CC(n2cnc(Br)n2)(C4)C3)c(C)c1 | 1.7% | 9.5% | -0.8% | -26.2% | -7.8%[46.1 µM] | -0.9% | -2.2%[38.3 µM] | 3.5%
Cc1ccc(NS(=O)(=O)c2cc(NC(=O)c3cc4c(s3)CCCC4)ccc2C)c(C)c1 | -2.0% | ? | 0.1% | ? | -23.5% | -13.2% | -1.5% | -0.8%
COc1ccc(S(=O)(=O)NNC(=O)c2cc3c4ccccc4n(C)c3s2)cc1 | -2.9% | ? | 15.7% | -19.5% | -16.4%[46.1 µM] | -3.3% | ? | -2.8%
O=C(CSc1nc(C2CC2)nc2c1cnn2-c1ccccc1)Nc1c[nH]c(=O)[nH]c1=O | 21.5% | -10.2% | -2.9% | -9.6% | 1.3% | 9.5% | -11.9% | 2.0%
COCCNC(=S)NNC(=O)c1ccco1 | 6.3% | 7.5% | 1.8% | -39.4%[inhibitor] | -0.7%[46.1 µM] | i | 3.6%[38.3 µM] | -3.5%
CC(=O)Nc1ccc2c(c1)OCCOCCOc1cc(NC(C)=O)ccc1OCCOCCOCCO2 | 2.2% | -1.0% | 1.4% | 4.3% | 0.2%[46.1 µM] | -11.8% | 3.0%[38.3 µM] | -2.1%
Cc1cccc(OCC(=O)N2CCC(c3ccccc3)C2)c1 (stereo unspecified) | 5.6% | 9.0% | 0.0% | 15.8µM* | -3.9%[46.1 µM] | i | 25.4%[38.3 µM] | 0.7%
Cc1ccc2cccnc2c1 | 8.5% | / | / | 3.2% | / | -0.3% | 1.4% | /
Cc1ccc(C(CC(=O)O)Nc2nc(N3CCOCC3)nc(N3CCOCC3)n2)cc1 (stereo unspecified) | -5.2% | ? | -1.0% | -3.7% | 0.8% | -1.7% | -4.9% | 3.3%
COC(=O)CCCCCC(CCC(=O)OC)NC(C)=O (stereo unspecified) | 7.1% | 2.2% | -4.3% | -13.7% | -0.8%[46.1 µM] | -1.9% | 1.1%[38.3 µM] | -1.6%
O=C(NCc1nc2ccccc2[nH]1)c1ccc([N+](=O)[O-])cc1 | -15.6% | -5.0% | -0.1% | -5.4% | 2.5% | 0.2% | -1.5% | -1.5%
NC(=O)OC[C@H](O)COc1ccc(Cl)cc1 | 7.3%[21.6 µM] | 5.1%[25.5 µM] | 0.0%[16.9 µM] | 0.5%[20.6 µM] | / | -6.3%[25.9 µM] | -5.3% | -1.1%[17.1 µM]
Cc1ccc(NC(=O)CCn2cnc3cc(C)c(C)cc32)cc1 | -0.9% | 2.8% | -0.8% | -5.5% | 11.0%[46.1 µM] | 0.1% | 3.4% | 2.7%
O=S(=O)(c1ccc(Cl)c(NC(=S)N/N=C/c2ccc(O)cc2)c1)N1CCOCC1 | 15.3% | ? | 0.1% | -62.8%[inhibitor] | -25.8% | -6.8% | 21.3% | -1.4%
COc1cc(NC(C)C(=O)N2CC(C)OC(C)C2)cc(OC)c1 (stereo unspecified) | -5.6% | ? | 3.1% | 23.6% | 2.0%[46.1 µM] | -11.0% | 5.3%[38.3 µM] | -0.8%
CC12CCC(C(=O)N(NC(=O)c3cc(Cl)ccc3O)C1=O)C2(C)C (stereo unspecified) | 9.7% | ? | -2.6% | -5.3% | -2.0%[46.1 µM] | -2.9% | -1.6%[38.3 µM] | -1.3%
CCC(=O)/C=C1\Sc2ccccc2N1CC | 6.9% | -12.4% | -6.9% | 4.7% | 8.3% | -0.1% | -2.6% | 1.6%
CCOC(=O)C1=C(C)NC(=O)NC1c1ccc(OCC(=O)Nc2ccccc2)c(OC)c1 (stereo unspecified) | 7.6% | -4.1% | -0.8% | 0.6% | -18.9%[46.1 µM] | i | 17.3%[38.3 µM] | 2.3%
CCOC(CCn1c(SCc2ccc([N+](=O)[O-])cc2)nc2ccccc2c1=O)OCC | -1.6% | -7.9% | 4.5% | -35.1%[inhibitor] | -45.5% | -1.7% | 15.4% | -1.6%
COc1ccccc1C(=O)NC(C)c1ccccc1 (stereo unspecified) | 9.5% | -1.6% | 3.1% | -13.7% | -5.4%[46.1 µM] | 0.0% | -20.2%[38.3 µM] | 3.0%
Cc1cc(NC(=O)CSc2nnc3c(C)cc4cc(C)c(C)cc4n23)no1 | 0.3% | -4.0% | -3.4% | -1.2% | -6.1%[7.67 µM] | -2.0% | -6.9%[38.3 µM] | -3.9%
O=C(O)c1c[nH]ccc1=O | -2.1% | -19.7% | -0.9% | -4.0% | 5.1%[46.1 µM] | -9.4% | 0.8%[38.3 µM] | -6.3%

Three entries out of the list above, ordered by their value in JMJD2E inh, low to high:
SMILES | JMJD2E inh
COc1ccc(S(=O)(=O)N2CCc3ccccc32)cc1C(=O)OCC(=O)c1c(N)n(C)c(=O)n(C)c1=O | -0.4%
Cc1cccc(OCC(=O)N2CCC(c3ccccc3)C2)c1 (stereo unspecified) | 9.0%
COc1ccc(NC(=O)C23CC4CC(C2)CC(n2cnc(Br)n2)(C4)C3)c(C)c1 | 9.5%

Next part
SMILES | GoLoco inh red | JMJD2E inh | Epigenetic reg | SMN2 splice enh | NPSR antag | RECQ1 inh | IMPase Li inh | KinaseGlo FLuc
Clc1cccc(N/N=C/c2ccc(N3CCOCC3)s2)c1 | -4.3% | 11.2µM* | 1.1% | -5.4% | -25.4% | -9.8% | 6.0% | 1.4%
COc1cccc(N2CCN(CC(=O)Nc3ccc(SC(F)F)cc3)CC2)c1 | / | 9.9% | 0.0% | / | -9.9%[46.1 µM] | -8.2% | / | /
Cn1nnnc1SCC(=O)Nc1ccc(Cl)cc1Cl | 0.7% | 0.2% | 0.0% | -18.7% | 7.4%[46.1 µM] | -2.9% | 3.0%[38.3 µM] | -0.4%
Cc1cccc(C)c1NC(=O)CNC(=O)CCC(=O)c1cccs1 | 3.5% | -8.2% | -1.1% | 0.4% | 8.9% | -19.4% | 2.7% | -0.7%
COC(=O)c1cc(C(=O)NCc2ccccc2)c(=O)[nH]c1C | 13.3% | 70.0%[activator] | -1.3% | -2.7% | 16.1% | -0.1% | -18.5% | -2.0%
CC(NC(=O)c1ccc2c(c1)OCCO2)C(=O)O (stereo unspecified) | 3.7% | -3.8% | 0.0% | 29.3% | -1.0%[46.1 µM] | -5.7% | 7.3%[38.3 µM] | 1.4%
CCOC(=O)CC(=O)CSc1nccc(-c2cccnc2)n1 | 7.0% | -14.1% | 6.8% | / | 4.6% | -16.9% | / | /
CS(=O)(=O)N(CC(=O)Nc1cccc([N+](=O)[O-])c1)c1cccc(F)c1 | 8.7% | -0.6% | 1.6% | / | 29.0% | -0.9% | -0.6% | 0.5%
COCCn1c(=S)[nH]c2cc(OC)c(OC)cc2c1=O | 3.7% | -4.4% | -1.1% | 22.9% | -10.7%[46.1 µM] | -0.5% | -1.1%[38.3 µM] | -0.6%
CCOC(=O)CSc1nc2c(sc3ccccc32)c(=O)n1CCCN1CCOCC1 | 8.5% | ? | -2.2% | 7.6% | -16.6%[46.1 µM] | 3.6% | 21.0% | 5.5%
Cc1nc(N2CCN(C(=O)COc3ccccc3)CC2)c2c(C)c(C)sc2n1 | 8.5% | -11.6% | 2.6% | -51.6%[inhibitor] | -28.5%[46.1 µM] | -0.1% | 31.4%[activator][38.3 µM] | -0.6%
O=C1c2ccccc2CCC12N=NCC2c1ccc(Cl)cc1 (stereo unspecified) | 15.2% | 7.3% | -1.1% | -13.3% | -30.0%[46.1 µM] | -10.7% | -16.9%[38.3 µM] | -3.0%
Cc1cc(OC(=O)c2cccs2)ccc1C(C)C | 0.9% | -0.7% | -1.5% | 3.4% | -1.0%[46.1 µM] | -1.1% | 0.5%[38.3 µM] | 14.3%
CCOC(=O)c1c(NC(=O)c2ccc(N3CCOCC3)c([N+](=O)[O-])c2)sc(C)c1C | 5.4% | 6.6% | -2.3% | -0.3% | -0.8%[46.1 µM] | -3.8% | -0.3%[38.3 µM] | 2.9%
O=C(NCC(c1cccs1)N1CCOCC1)c1cccc([N+](=O)[O-])c1 (stereo unspecified) | / | 0.4% | -0.9% | / | -13.4%[46.1 µM] | -0.5% | / | /
NCc1oc(-c2ccccc2)cc1C(=O)O | -2.0% | ? | 0.0% | 6.2% | 19.2% | -4.8% | 0.7% | -5.6%
N#CCC(=O)N/N=C/c1cc(-c2ccccc2)n(-c2ccc(Cl)cc2)c1-c1ccccc1 | -26.9% | ? | 2.6% | -20.2% | -41.5% | 9.8% | 9.9% | 1.2%
CCOc1ccc(S(=O)(=O)NCC2CCCO2)c2cccnc12 (stereo unspecified) | -9.7% | ? | 0.0% | 1.5% | 1.8%[46.1 µM] | -11.3% | -0.1%[38.3 µM] | 2.0%
CCCCOC(=O)c1[nH]c(C)c(C(=O)OC)c1C | / | -1.9% | -10.1% | / | 4.1%[46.1 µM] | 12.1% | / | /
O=C(Nc1nc(-c2ccc(Cl)cc2)cs1)NC1CCCCC1 | 6.3% | -2.9% | 1.3% | -50.8%[inhibitor] | -9.2%[46.1 µM] | -8.5% | 12.9% | -0.4%
S=C(NCCc1ccccc1)NCc1cccs1 | 3.3% | -6.9% | 1.1% | 10µM* | -2.5% | i | -5.6% | -2.9%

Source: PubChem BioAssay

A portion of the library. The share of hits here may be higher or lower than overall.
